NSD2 inh – inhibitors of human histone methyltransferase NSD2 | O96028 | NSD2 peptide methylation, AlphaScreen, 120 min | inhibition, % at 12.5 µM | actives 0.54% (n = 310,000) | AID 743445; in the data active means inhibition above about 50%
SR-BI DiI-HDL act – SR-BI HDL lipid transfer activation; CHO ldlA[mSR-BI] cells, DiI-HDL uptake fluorescence, 3 h; 100 = double the neutral-control signal; AID 504775; activation, % at 12.5 µM; actives 0.096% (n = 320,000);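 active means mean replicate activation of at least 60% and every replicate at or above 60%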;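 further: 0% = median plate neutral-control signal and 100% = twice that signal; values of inactives mirror those of a sister screen read the other way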
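Test system: SR-BI-overexpressing, LDLR-lacking CHO cells; Medium: Ham's F12 with 0.5% BSA, HEPES 25 mM, pH 7.4; Schedule: 3 h, 37 °C; Technique: bottom-read fluorescence, 550/595 nm.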
PKA-R2B activ – activators of human PKA-R2B complex. PKA-R2B holoenzyme dissociation, Cy5-IP20 fluorescence polarization; R2B truncated from residue 108, S112A mutant; 0% DMSO only, 100% 113 µM cGMP. activation, % at 11.4 µM. actives 0.079% (n = 340,000);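 active means activation above a cutoff set at the mean over all compounds plus 3 SD, cut at about 18% in these data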;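 further: higher means more holoenzyme dissociation and a rise in polarization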
MITF TRPM1 HTS – activators of MITF-driven TRPM1 promoter activity in SK-MEL-5 cells; SK-MEL-5 TRPM1-promoter luciferase, 24 h; % of positive control, neutral wells = 0; activation, % at 12.5 µM; actives 0.75% (n = 300,000); AID 588334;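 active means mean activation of at least 80% with every replicate also reaching 80%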;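 further: 0% = neutral control wells and 100% = parthenolide positive control wells; values of inactives mirror those of a sister screen read the other way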
Arrestin-AP2 inh – inhibitors of human beta-arrestin and AP2 interaction; FITC-arrestin peptide / GST-AP2 beads, flow cytometry; AP2 beta2 appendage carries R879A mutation; inhibition, % at 10 µM; actives 0.31% (n = 340,000); AID 504490;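 active means inhibition above a set limit, near 3 SD of compounds lacking own fluorescence, cut at about 54% in these data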;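 further: plate controls were DMSO wells for no effect and 5 µM unlabelled arrestin peptide for full effect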
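System: GST-AP2 R879A bound to glutathione beads, E. coli-expressed. Also added: 50 nM FITC-arrestin peptide. Schedule: compound with beads 12 min RT, then probe 1 h RT. Signal: bead flow cytometry, FITC channel. Read-out basis: percent response.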
dFosB activator – activators of mouse delta FosB homodimer. P13346. activation, % at 25 µM. purified delta FosB, TAMRA-CDK5 oligo fluorescence polarization; percent of positive-control signal above neutral wells. AID 493131. actives 0.99% (n = 340,000);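 active means mean activation above about 17%, with every replicate also reaching it, limit read from the data, passing the limit was not always enough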;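 further: fluorescence polarization rise as delta FosB binds a TAMRA Cdk5 AP-1 oligo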
Target sequence (P13346 whole entry, looked up): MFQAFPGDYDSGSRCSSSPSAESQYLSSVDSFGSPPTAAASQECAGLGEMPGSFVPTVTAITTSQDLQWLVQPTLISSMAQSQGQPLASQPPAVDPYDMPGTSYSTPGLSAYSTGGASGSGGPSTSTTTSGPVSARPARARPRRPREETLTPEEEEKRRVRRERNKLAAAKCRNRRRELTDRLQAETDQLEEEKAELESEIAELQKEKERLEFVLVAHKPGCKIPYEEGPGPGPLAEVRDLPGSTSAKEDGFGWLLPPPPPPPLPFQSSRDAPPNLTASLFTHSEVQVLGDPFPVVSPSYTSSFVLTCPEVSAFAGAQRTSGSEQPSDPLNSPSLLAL
PKA-R1A act – activators of PKA-R1A complex; actives 0.083% (n = 340,000); AID 504707; PKA-R1A dissociation, Cy5-IP20 fluorescence polarization; scaled: DMSO 0%, 113 µM cGMP 100%; activation, % at 11.4 µM; P00514+P68181;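 active means percent activation above the mean of all tested compounds plus 3 SD, cut at about 19% in these data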;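 further: higher means more PKAc released from R1A so a rise in polarization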
Mot1-301 SUMO – blocks SUMOylation pathway, rescuing yeast Mot1-301 growth; S. cerevisiae Mot1-301 growth rescue, ATP luminescence, 38.5C; percent above DMSO median, 100 means doubled; growth rescue, % at 18.8 µM; actives 1% (n = 320,000); AID 2716;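 active means every valid replicate shows activation above 250% relative to neutral control wells; inactive means the rest, any valid replicate at or below 250%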;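 further: OY570 slx delta 5 strain wells were the positive control but not used for scaling; some compounds called inactive have numbers as strong as hits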
CDK5 p35 inh – CDK5/p35 (human) kinase inhibition. Q00535+Q15078. Recombinant CDK5/p35, ADP-Glo luminescence, 60 min. inhibition, % at 10 µM. actives 0.01% (n = 330,000). AID 488839;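 active means highest replicate inhibition of at least 50% and at least 75% of replicates reaching 50%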;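 further: plate controls were DMSO neutral control for no effect and GW8510 at 10 µM for full effect; many of its hits are not listed in these tables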
DSG3 Ab inh – blocks pemphigus antibody binding to human desmoglein-3. DSG3-coupled beads, scFv-anti-DSG3-GFP binding, flow cytometry; active compounds read low. P32926. binding (percent of control), % at 10 µM. AID 588358. actives 0.48% (n = 310,000);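 active means binding more than 3 SD below its plate's average and above zero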;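 further: hits lower antibody fragment binding to DSG3; some compounds called inactive have numbers as strong as hits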
SR-BI DiI inh – mouse SR-BI HDL lipid transfer inhibition | inhibition, % at 12.5 µM | ldlA[mSR-BI] CHO cells, DiI-HDL uptake fluorescence, 3 h | actives 0.96% (n = 320,000) | Q61009;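 active means mean replicate inhibition of at least 70% and a set share of replicates each scoring 70 or more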;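 further: 0% = median of neutral control wells and 100% = median of positive control wells; values of inactives mirror those of a sister screen read the other way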
Target sequence (Q61009 whole entry, looked up): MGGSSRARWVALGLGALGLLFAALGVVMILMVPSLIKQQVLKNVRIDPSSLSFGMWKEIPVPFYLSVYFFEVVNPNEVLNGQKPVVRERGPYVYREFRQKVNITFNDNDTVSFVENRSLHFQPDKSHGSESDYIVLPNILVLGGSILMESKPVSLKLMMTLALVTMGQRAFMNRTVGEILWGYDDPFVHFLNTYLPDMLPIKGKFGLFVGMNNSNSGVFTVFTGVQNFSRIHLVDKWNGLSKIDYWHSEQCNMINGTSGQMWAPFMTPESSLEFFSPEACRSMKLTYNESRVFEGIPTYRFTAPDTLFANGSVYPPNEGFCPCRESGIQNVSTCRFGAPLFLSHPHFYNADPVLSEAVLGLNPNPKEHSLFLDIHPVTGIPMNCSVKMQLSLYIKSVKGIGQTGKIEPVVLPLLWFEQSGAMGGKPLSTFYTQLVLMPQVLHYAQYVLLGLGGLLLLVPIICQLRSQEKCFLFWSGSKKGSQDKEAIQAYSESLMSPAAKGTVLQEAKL
* hit, by the source's call; x = not tested or not shown.

SMILES	NSD2 inh	SR-BI DiI-HDL act	PKA-R2B activ	MITF TRPM1 HTS	Arrestin-AP2 inh	dFosB activator	PKA-R1A act	Mot1-301 SUMO	CDK5 p35 inh	DSG3 Ab inh	SR-BI DiI inh
CC(=O)N1CCOc2ccc(S(=O)(=O)N3CCC(C(=O)Nc4ccc(C)cc4)CC3)cc21	22	8	-5	4	-13	-11	-13	1	-1.3	98	-8
CN(C)c1ccc(NC(=O)c2cn(-c3ccccc3)nc2-c2cccs2)cc1	3	-53	-13	29	27	-10	-7	-7	-0.3	x	53
Cn1nnc2cc(C(=O)NC3CC3)ccc21	3	9	3	-2	-5	1	7	x	2.0	107	-9
CC(NC(=O)CN(C)Cc1ccc(Br)cc1)c1ccccc1 (configuration not stated)	2	13	1	5	35	-2	2	-18	-0.6	111	-13
CC(C)(C)c1nc(NCCN2CCOCC2)c2nnn(Cc3ccccc3Cl)c2n1	x	-12	-10	-18	-3	-4	5	-18	-0.7	105	12
[N-]=[N+]=NC[C@H](Cc1ccccc1)N1CC[C@@H](OCc2ccccc2)CCC1=O	x	19	-7	8	22	-3	-9	41	-2.6	105	-19
Cn1nnc(NCc2cc(Br)ccc2OCc2ccccc2F)n1	2	-18	-12	-10	12	-13	-8	-16	1.0	90	18
CN1C(=O)/C(=C2/C=Cc3ccccc3N2CCCS(=O)(=O)O)SC1=S	21	37	8	17	5	-3	5	48	2.9	97	-37
Cc1ccc(CNC(=O)c2ccc3c(c2)S(=O)(=O)c2ccccc2C3=O)cc1	x	4	4	12	7	-3	-2	-13	-2.0	102	-4
CCCn1c(SCC(=O)NCCc2ccc(OC)c(OC)c2)nc2c1c(=O)n(C)c(=O)n2C	-2	39	-7	-3	7	-3	-2	25	3.0	100	-39
Cn1cc(SCC(N)=O)c2ccccc21	x	9	2	9	-3	-3	-7	-8	-0.9	108	-9
COc1cc(C2CC(=O)Oc3cc(OC)c(OC)c(OC)c32)cc(OC)c1OC (configuration not stated)	x	12	8	2	-3	-10	2	x	1.3	103	-12
O=C(c1nn2cccnc2c1Cl)N1CCN(c2ccccc2)CC1	-1	-4	-3	x	-3	2	-23	-6	0.4	x	4
O=C(CSc1ccccc1)Nc1ccc(N2CCOCC2)c(F)c1	-1	-7	-4	50	-5	-11	-1	-8	-1.8	105	7
CN(CCC1CCCCO1)C(=O)CCc1nnc(Cc2c[nH]c3ccccc23)o1 (configuration not stated)	3	-6	-3	4	3	-1	-2	-8	1.4	103	6
O=C(Cc1cccs1)Nc1nncs1	4	-1	-5	2	-11	-5	6	38	0.5	107	1
Cc1ccnc(SCC(=O)c2ccc(Br)cc2)c1C#N	1	-1	-1	57	-3	-5	-4	80	-1.9	x	1
CCOC(=O)c1ccc(NCc2nc3ccccc3n2C)cc1	-6	2	-2	49	-9	-14	-3	-23	-0.3	100	-2
COc1ccc(F)cc1S(=O)(=O)NCCCn1ccnc1	-1	-1	-6	x	-8	8	-2	-18	-0.4	107	1
CC1CCCCN1C(=O)Cn1c(=O)n(-c2ccc(F)cc2)c(=O)c2sccc21 (configuration not stated)	1	11	-1	-3	26	0	-19	2	0.0	102	-11
CCN1C(c2ccc(F)cc2)=CS/C1=C(\C#N)c1nnc2n1-c1ccccc1SC2	2	-13	-4	-9	22	1	4	680	-0.3	95	13
CCCC(=O)NC(NC(=S)Nc1c(C)n(C)n(-c2ccccc2)c1=O)C(Cl)(Cl)Cl (configuration not stated)	-1	-5	-5	1	1	-2	-7	118	0.2	x	5
Cc1cccc(-n2c(O)c(/C=N/NC(=O)c3ccccc3Cl)c3ccccc3c2=O)n1	1	7	-3	-11	9	-6	-4	-16	9.2	129	-7
O=C(COC(=O)c1cnccn1)c1ccc(C2CCCCC2)cc1	-5	36	-1	10	21	5	2	7	1.8	107	-36
CC1Cc2ccccc2N1C(=O)COC(=O)c1c2c(nc3ccccc13)CCCCC2 (configuration not stated)	-2	-68	5	8	14	-7	-2	-8	1.1	105	68
O=C(OCC#CCSc1nnc(-c2ccccc2)o1)c1ccco1	-2	-4	4	12	2	-10	6	76	0.0	99	4
COc1ccc(Cl)cc1NC(=O)NCc1cccnc1	-2	-9	-5	13	3	-1	-8	175	0.2	x	9
Cc1ccc(N2C(=O)C3C(c4ccccc4)(C2=O)C3(c2ccccc2)c2ccccc2)cc1 (configuration not stated)	-2	14	0	-1	1	-13	14	165	1.3	102	-14
C=C(C)CN1CCN(S(=O)(=O)c2ccc(C)c(N(C)S(=O)(=O)c3ccc(C)cc3)c2C)CC1	-1	-2	1	1	3	-10	-5	11	-1.8	111	2
COc1ccc(N(C)S(=O)(=O)c2cccc(C(=O)NCC(c3cccs3)N(C)C)c2)cc1 (configuration not stated)	2	8	4	-13	39	-9	-9	-6	-1.5	108	-8
O=C(NCc1nc2ccccc2[nH]1)c1ccco1	-2	11	-1	3	-5	4	7	-20	-0.9	103	-11
CCOC(=O)C1CCCN(S(=O)(=O)c2ccc3c4c(cccc24)C(=O)N3CC)C1 (configuration not stated)	-23	x	2	-2	-7	-11	-16	-3	-1.9	104	13
Cn1c(N)c(C(=O)COC(=O)C2CC(O)CN2S(=O)(=O)c2ccc(Cl)cc2)c(=O)n(C)c1=O (configuration not stated)	-6	12	-7	1	16	-9	-4	5	-0.2	84	-12
CC1CCN(S(=O)(=O)c2cn(CC(=O)Nc3ccc(OC(F)(F)F)cc3)cn2)CC1	-3	7	3	-8	14	-3	-5	2	-1.1	x	-7
CCC1C(=O)C[C@H]2CCN3C(=O)CCCC1C23 (some centres not stated)	x	0	6	7	-14	-3	-1	x	0.7	93	0
Cc1nn(-c2ccccc2)c(C)c1/C=N\NS(=O)(=O)c1ccc(Cl)cc1	2	-11	-7	3	-2	-6	2	15	-2.4	109	11
CN(C(=O)/C=C/c1ccc([N+](=O)[O-])s1)c1ccccc1	6	-11	-8	-69	-18	-6	-12	-54	0.9	87	11
O=[n+]1c2c(n([O-])c3c1CCCC3)CCCCC2	-1	14	11	3	-4	-8	10	-8	1.1	x	-14
Cc1ccc(N2CC(C(=O)Nc3ccc(S(=O)(=O)N4CCCC4)cc3)CC2=O)cc1C (configuration not stated)	-3	x	3	-8	-2	0	1	-11	-0.4	x	x
O=C(N[C@@H]1CCC(=O)N(CC[C@H](Oc2ccccc2)c2ccccc2)CC1)OCc1ccccc1	x	-55	-15	-5	6	-2	-8	0	-7.1	109	55
CN(C)CCCN(C(=O)c1cccs1)c1nc(-c2ccccc2)cs1	12	51	-2	45	5	-8	-5	9	-0.4	102	-51
CCN(CC(=O)Nc1ccc(NC(C)=O)cc1)C(=O)/C=C/c1ccco1	0	25	-1	5	-11	0	17	-14	-0.4	111	-25
CCc1ccc(C(=O)c2cnc3ccc(OC)cc3c2N2CCN(CC)CC2)cc1	x	-58	14	-1	0	-3	1	2	1.4	106	58
CN(C)S(=O)(=O)c1cccc(NC(=O)c2c[nH]c3ccccc23)c1	x	-16	2	6	-2	-6	6	28	-3.5	109	16
CCC1Sc2ccc(S(=O)(=O)CCC(=O)NCc3cccs3)cc2NC1=O (configuration not stated)	7	-3	-7	17	13	-3	-10	16	x	x	3

Rewritten in markdown: 2 of the compounds above
| SMILES | NSD2 inh | SR-BI DiI-HDL act | PKA-R2B activ | MITF TRPM1 HTS | Arrestin-AP2 inh | dFosB activator | PKA-R1A act | Mot1-301 SUMO | CDK5 p35 inh | DSG3 Ab inh | SR-BI DiI inh |
| --- | --- | --- | --- | --- | --- | --- | --- | --- | --- | --- | --- |
| CCC1C(=O)C[C@H]2CCN3C(=O)CCCC1C23 (some centres not stated) | x | 0 | 6 | 7 | -14 | -3 | -1 | x | 0.7 | 93 | 0 |
| Cc1nn(-c2ccccc2)c(C)c1/C=N\NS(=O)(=O)c1ccc(Cl)cc1 | 2 | -11 | -7 | 3 | -2 | -6 | 2 | 15 | -2.4 | 109 | 11 |

(further entries)
SMILES	NSD2 inh	SR-BI DiI-HDL act	PKA-R2B activ	MITF TRPM1 HTS	Arrestin-AP2 inh	dFosB activator	PKA-R1A act	Mot1-301 SUMO	CDK5 p35 inh	DSG3 Ab inh	SR-BI DiI inh
COc1cccc(CNC(=O)CCS(=O)(=O)c2ccc3c(c2)NC(=O)CO3)c1	0	25	-2	0	-10	-5	1	-3	-0.9	100	-25
CCN1C(=O)c2cccc3c(S(=O)(=O)Nc4nc(C)cs4)ccc1c23	x	-4	2	-7	2	-2	-9	-12	-0.5	x	4
Cc1cc(NC(=O)CCC(=O)N(CC(=O)NC2CCCC2)c2ccc(C(C)C)cc2)no1	-1	7	2	-1	-1	-2	0	-16	0.9	105	-7
Cc1ccc2[nH]c(C(=O)O)c(-c3ccccc3)c2c1	x	11	-9	1	11	-4	5	-3	-0.4	90	-11
Cc1ccnc(NC(=O)c2cccc(NC(=O)Cc3ccccc3)c2)c1	-2	-43	8	13	6	-8	2	9	-3.2	107	43
Oc1cc2ccccc2nc1-c1ccccc1Cl	-3	-5	-2	-1	-5	-11	10	16	-4.9	102	5
CCNCc1nc2cc(OC)c(OC)cc2c(=O)[nH]1	1	32	6	-12	11	-4	17	196	1.1	95	-32
COC(=O)c1ccc(N=C2S/C(=C\c3cc(C)n(-c4cccnc4)c3C)C(=O)N2C)cc1	1	-30	-2	-8	25	4	-14	10	-4.6	107	30
COc1ccc(Br)cc1CNC(=O)Cc1c(C(=O)O)[nH]c2ccc(Cl)cc12	-1	5	x	-7	-1	-8	x	0	-3.0	100	-5
C/C(=N\NC(=O)c1cccc(N/N=C(\C)c2ccncc2)c1)c1ccncc1	0	-61	0	7	-2	0	4	-3	1.3	107	61
COc1cc(OC)c2c(-c3cccc(-c4ccc(C#N)cc4)c3)cc(=O)oc2c1	x	-66	1	-28	22	0	-3	x	3.7	100	66
Cc1c(NC(=S)NC(C)(C)C)c(=O)n(-c2ccccc2)n1C	-1	22	12	-2	-6	-1	-1	-4	-0.8	122	-22
CN(C[C@H](Cc1ccccc1)N(C[C@H](Cc1ccccc1)N(CC1(c2ccccc2)CC1)N=O)N=O)N=O	x	26	-8	-5	33	-1	2	-3	0.0	101	-26
CCN(CC1CCCN(CCc2cccc(F)c2)C1)C(=O)c1cc2ccccc2o1 (configuration not stated)	8	-9	5	22	-1	-8	-6	2	-0.6	117	9
Cc1nc2ccccc2n1CC(=O)c1ccccc1	-2	-6	-8	1	4	-3	-9	345	-1.3	112	6
CC(NC(=O)c1cc2cc([N+](=O)[O-])ccc2oc1=O)C1CCCO1 (configuration not stated)	0	13	-3	0	-12	4	-3	0	-0.7	109	-13

Compound activity from PubChem BioAssay.
